# OPRM1-OPRD1 inv: inverse agonist of human OPRM1-OPRD1 heterodimerization; inhibition, % at 9.3 µM; cell-based MOR-DOR heterodimer luminescence, inverse agonism; actives 0.21% (n = 340,000); in the data active means inhibition above about 22%, passing the limit was not always enough;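 further: 0% = cells with DMSO and 100% = wells without cells with DMSO; values of inactives mirror those of a sister screen read the other way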
# Target sequence (P35372 whole entry, looked up): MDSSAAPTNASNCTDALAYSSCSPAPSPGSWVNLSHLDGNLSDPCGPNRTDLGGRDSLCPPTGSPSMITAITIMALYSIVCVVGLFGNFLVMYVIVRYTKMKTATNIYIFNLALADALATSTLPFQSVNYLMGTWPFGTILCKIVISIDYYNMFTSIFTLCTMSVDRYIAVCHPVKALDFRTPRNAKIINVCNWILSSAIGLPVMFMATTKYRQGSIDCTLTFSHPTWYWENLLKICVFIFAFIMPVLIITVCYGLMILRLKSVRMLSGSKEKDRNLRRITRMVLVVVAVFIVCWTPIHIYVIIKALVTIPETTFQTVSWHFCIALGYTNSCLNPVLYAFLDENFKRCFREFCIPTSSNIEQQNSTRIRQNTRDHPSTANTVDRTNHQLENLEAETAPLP
# Target sequence (P41143 whole entry, looked up): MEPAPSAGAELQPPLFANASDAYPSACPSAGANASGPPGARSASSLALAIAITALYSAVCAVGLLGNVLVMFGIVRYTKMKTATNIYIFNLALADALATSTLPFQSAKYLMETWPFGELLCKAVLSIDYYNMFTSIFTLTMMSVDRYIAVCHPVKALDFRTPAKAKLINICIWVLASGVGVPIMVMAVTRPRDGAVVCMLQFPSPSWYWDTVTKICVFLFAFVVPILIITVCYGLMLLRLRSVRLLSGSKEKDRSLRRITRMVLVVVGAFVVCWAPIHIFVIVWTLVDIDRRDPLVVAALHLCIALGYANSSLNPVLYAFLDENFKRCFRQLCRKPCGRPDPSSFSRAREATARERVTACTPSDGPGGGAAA
# Tat transport: blocks Tat-dependent protein export in E. coli; E. coli MC4100 TorA-mCherry Tat export, fluorescence; inhibition, % at 10 µM; actives 0.036% (n = 340,000);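 active means mean replicate inhibition at least 50% and at least half of replicates individually reaching 50%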;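 further: exported cargo escapes ClpAP degradation while cytoplasmic cargo is degraded and loses fluorescence; 0% = median of neutral control wells and 100% = median of NaSCN control wells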
# PKA-R1A activ: activates the PKA-R1A holoenzyme complex; P00514+P68181; PKA-R1A dissociation, Cy5-IP20 fluorescence polarization; scaled: DMSO 0%, 113 µM cGMP 100%; activation, % at 11.4 µM; actives 0.083% (n = 340,000); AID 504707;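 active means percent activation above the mean of all tested compounds plus 3 SD, cut at about 19% in these data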;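 further: higher means more PKAc released from R1A so a rise in polarization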
# PfHsp90 set2: reduces growth (ATP signal) of yeast expressing P. falciparum Hsp90; S. cerevisiae expressing PfHsp90, BacTiter-Glo ATP, 48 h; yeast lacking PDR1 and PDR3 efflux regulators; inhibition, % at 9.4 µM; actives 0.32% (n = 310,000); AID 504621;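 active means every replicate shows inhibition above about 80%, whatever the replicate mean, limit read from the data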;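 further: 0% = DMSO neutral controls and 100% = 20 µM radicicol positive controls; yeast relying on Plasmodium falciparum Hsp90 in place of its own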
# phage Ecoli inh: E. coli growth loss with phage present | growth absorbance | inhibition, % at 11.9 µM | actives 0.26% (n = 360,000) | AID 651602; in the data active means inhibition above about 11%
# SUMO Mot1 rescue: SUMOylation pathway inhibition by Mot1-301 growth rescue; actives 1% (n = 320,000); S. cerevisiae Mot1-301 growth rescue, ATP luminescence, 38.5C; percent above DMSO median, 100 means doubled; growth rescue, % at 18.8 µM; AID 2716;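 active means every valid replicate shows activation above 250% relative to neutral control wells; inactive means the rest, any valid replicate at or below 250%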;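 further: OY570 slx delta 5 strain wells were the positive control but not used for scaling; some compounds called inactive have numbers as strong as hits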
# Ecoli viability: reduces bacterial viability in AddAB counter-screen. E. coli V3065 growth, OD600 absorbance, 18 h. inhibition, % at 11.9 µM. actives 0.27% (n = 330,000);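 active means inhibition above the campaign's mean inhibition across all tested compounds plus 3 SD, cut at about 9.9% in these data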;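 further: uninfected addAB+ strain grown without phage in ampicillin broth; 0% = DMSO wells and 100% = ciprofloxacin 0.95 µg/ml wells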
# DSG3 Ab inh: blocks pemphigus antibody binding to human desmoglein-3. actives 0.48% (n = 310,000). P32926. binding (percent of control), % at 10 µM. AID 588358. DSG3-coupled beads, scFv-anti-DSG3-GFP binding, flow cytometry; active compounds read low;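 active means binding more than 3 SD below its plate's average and above zero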;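 further: hits lower antibody fragment binding to DSG3; some compounds called inactive have numbers as strong as hits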
# AddAB inh: less growth of phage-infected E. coli with AddAB; inhibition, % at 11.9 µM; E. coli expressing H. pylori AddAB, absorbance growth; actives 0.29% (n = 330,000); AID 435030; in the data active means inhibition above about 12%;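 further: 0% = vehicle wells of infected cells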
# Arr AP2 block: inhibitors of human beta-arrestin and AP2 interaction | inhibition, % at 10 µM | actives 0.31% (n = 340,000) | FITC-arrestin peptide / GST-AP2 beads, flow cytometry; AP2 beta2 appendage carries R879A mutation | AID 504490;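 active means inhibition above a set limit, near 3 SD of compounds lacking own fluorescence, cut at about 54% in these data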;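 further: plate controls were DMSO wells for no effect and 5 µM unlabelled arrestin peptide for full effect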
#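 Assay system: GST-AP2 R879A bound to glutathione beads, E. coli-expressed; Medium: PBS with 0.05% Tween 20 and 0.1% BSA; Also added: fluorescein-tagged arrestin peptide at 50 nM final; Timing: 12 min plus 1 h, RT; Measured by: flow cytometry, FL1 (488/535 nm); Evaluation: percent drop in bead-associated FITC signal.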
# MOR-DOR ag: OPRM1-OPRD1 heterodimerization agonism; P35372+P41143; cells, luminescence; activation, % at 9.3 µM; actives 0.3% (n = 340,000); AID 504326; in the data active means activation above about 18%;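 further: 0% = vehicle-treated cells and 100% = reference agonist; values of inactives mirror those of a sister screen read the other way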
# * marks the source's active call; other numbers are inactive results; . = not tested or not shown. Compounds as they come; about 2.8% have a hit in one of these screens.
SMILES,OPRM1-OPRD1 inv,Tat transport,PKA-R1A activ,PfHsp90 set2,phage Ecoli inh,SUMO Mot1 rescue,Ecoli viability,DSG3 Ab inh,AddAB inh,Arr AP2 block,MOR-DOR ag
C#CCOCCOCCOCCNc1nc(N2CCN(C(=O)Cn3cc(CCO)nn3)CC2)nc(N2CCN(C(=O)[C@H](Cc3ccc(O)cc3)n3cc(CCO)nn3)CC2)n1,12.7,-1.1,-2.4,4.9,0.9,.,.,107.5,.,-2.9,-2.8
CC(OC(=O)CCN1C(=O)C2CC=CCC2C1=O)C(=O)Nc1cccc(C#N)c1 (centres undefined),11.3,1.4,10.1,9.6,5.7,3.8,-1.0,112.5,-3.1,15.8,-2.2
COC(=O)c1ccc2c(=O)n(CC3CCCO3)c(SCC(=O)NCCc3ccc(S(N)(=O)=O)cc3)nc2c1 (centres undefined),2.3,2.0,6.8,-1.2,2.3,-10.7,1.9,185.2,0.8,0.4,-0.4
O=C(NCCC(NS(=O)(=O)OCC(Cl)(Cl)Cl)c1ccccc1)C(F)(F)F (centres undefined),-8.7,7.9,-0.6,12.9,0.5,-3.8,-2.1,104.9,0.6,-4.2,1.6
O=C(COc1cc([N+](=O)[O-])cc2cccnc12)NCCC1=CCCCC1,-18.1,-4.8,-8.4,-11.0,2.9,224.7,0.5,99.9,2.2,15.5,3.4
CCN(C(=O)COC(=O)c1cc2c(s1)CCC(C)C2)c1c(N)n(Cc2ccccc2)c(=O)[nH]c1=O (centres undefined),12.6,-1.7,-2.9,15.7,1.2,.,.,104.5,.,3.3,-3.4
COc1ccc(CCNC(=O)C2CC(=O)N(C3CCCCCCC3)C2)cc1OC (centres undefined),2.7,5.2,-2.7,19.2,0.5,2.9,-2.6,98.9,-1.1,-3.6,-0.5
Cc1noc(C)c1C(=O)N1CCN(S(=O)(=O)c2ccc(F)cc2)CC1,14.9,-8.7,3.3,.,2.9,-11.2,1.1,113.3,0.7,-3.4,-3.1
CON(C)S(=O)(=O)c1ccc2c(c1)NC(=O)C1CCCN21 (centres undefined),4.9,-1.9,2.0,.,1.2,-4.2,-2.1,.,1.8,23.1,-0.8
COc1cccc(C(=O)Nc2cccc3ccccc23)c1,9.8,8.4,-2.4,-29.9,-0.2,-0.3,.,103.3,.,-16.3,-1.9
Cc1ccc(-c2cc(C(=O)Nc3cc(C(=O)O)ccc3C)c3ccccc3n2)cc1,.,-5.5,.,-15.8,1.8,11.2,-0.7,.,0.7,4.5,.
COc1cccc(NS(=O)(=O)c2ccc(-n3cccn3)cc2)c1,3.7,0.1,-14.5,8.7,1.3,49.5,0.0,104.7,1.5,-12.5,-0.7
COc1ccc(C(=O)Nc2cc(-c3ccccc3)nn2-c2ccccc2F)cc1,8.8,4.9,-8.0,12.5,4.0,-7.3,-0.3,102.1,3.1,22.7,-1.6
CCOc1nc(-c2ccccc2)ccc1-c1noc(-c2cccnc2)n1,10.2,5.3,-8.2,-4.8,1.1,-2.4,-2.7,92.7,-2.6,25.1,-2.0
CN(C(=O)C1CCC(=O)N(CCCN2CCCC2=O)C1)C(C1CC1)C1CC1 (centres undefined),16.6,-2.7,2.2,18.7,2.1,5.3,-0.8,100.0,0.3,-8.4,-3.2
CC(NC(=O)COC(=O)CNC(=O)C1CCCCC1)c1ccccc1 (centres undefined),-0.4,-5.1,-2.3,-1.6,0.0,4.0,0.7,99.2,2.0,11.8,0.1
CC(C)CC(=O)N1CCN(C(=O)c2cccc(F)c2)CC1,11.1,-4.4,-2.4,8.6,-0.5,-15.9,0.5,102.5,1.8,-1.9,-2.6
CCCCN(C)CCC(=O)Nc1ccc2c(c1)CCC2,10.5,-1.2,-5.0,7.6,4.7,49.7,1.3,90.3,0.7,42.0,-2.1
CC1CCN(CCNC(=O)C2CCN(S(=O)(=O)c3cccc4nsnc34)CC2)CC1,6.4,5.5,2.2,-17.2,1.0,-4.3,-0.3,94.8,2.4,9.8,-1.2
Cc1cc(C(=O)NCC(c2ccco2)N(C)C)no1 (centres undefined),6.7,-4.1,-0.5,-7.0,4.3,0.6,-2.0,100.1,0.2,7.0,-1.3
CCCCc1ccc(NC(=O)N[C@H](C(=O)O)C(C)CC)cc1 (some centres undefined),2.4,1.8,-3.7,-2.5,2.1,.,1.4,101.6,1.6,7.5,-0.4
COc1ccc(OC)c(C2CC(=O)OC3=C2C(=O)CC(C)(C)C3)c1 (centres undefined),7.1,-0.1,-6.5,.,-0.9,-9.0,-1.6,116.0,0.2,14.1,-1.4
O=C(Nc1ccccc1C(=O)NCc1cccnc1)c1ccco1,9.7,-0.9,0.7,10.5,0.2,-15.2,-1.7,101.3,-1.8,-3.4,-1.7
COc1ccc(CNS(=O)(=O)NCc2ccccc2F)cc1,22.7,1.9,7.8,-8.8,1.3,381.8,1.4,95.8,0.1,7.7,-4.4
O=C(CSc1nnc(-c2ccccc2)n1Cc1ccccc1)N1CCOCC1,-5.7,2.3,-4.3,.,3.2,24.6,-1.5,103.7,1.8,0.2,1.0
CC(=O)Nc1cc(S(=O)(=O)Nc2ccccc2)c(C)cc1C,6.5,19.0,-9.4,8.5,0.2,82.8,-1.4,114.4,1.7,6.5,-1.6
CCOC1=C/C(=C/c2c(N)n3nc(CC(=O)N4CCCCC4)sc3nc2=O)C=CC1=O,10.4,-9.7,-10.8,-16.6,0.6,-17.7,-2.1,100.8,1.7,4.1,-2.0
CC(=O)c1c(N2CCCC2)[nH]c(-c2ccccc2)nc1=S,18.0,3.1,3.4,-24.1,0.5,25.8,-2.2,118.9,-4.3,-4.2,-3.0
O=C(NCc1ccccc1)C(c1cccnc1)N(C(=O)c1csnn1)c1ccccc1 (centres undefined),-7.8,-3.4,-3.3,14.8,1.5,-26.4,-0.8,108.1,2.5,23.2,1.0
CC(C)(C)c1ccc(-n2ncc3c2CCCC3NC(=O)CCN2CCCCC2=O)cc1 (centres undefined),14.2,0.2,0.8,13.4,1.3,-0.4,-1.0,107.6,-1.5,-6.6,-2.6
CC(C)CCNC(=S)Nc1ccccn1,4.4,1.7,-5.8,15.8,0.6,-29.0,-1.7,102.1,1.4,-51.5,-0.9
NC(=O)CSc1n[nH]c(=O)n1CCc1ccccc1,9.0,1.5,-8.2,-0.4,3.2,-6.9,1.8,90.6,-0.9,-1.3,-2.0
CC(=O)NNC(=O)c1sc(=S)n(C)c1C,9.1,2.9,-10.0,19.9,0.7,13.8,2.7,.,1.4,-4.5,-1.8
CCCn1c(N)c(N2CCCCC2)c(=O)n(CC(=O)Nc2ccccc2C)c1=O,-0.3,-4.4,-13.0,21.7,2.8,-7.0,-1.7,81.3,0.6,15.4,0.1
O=C(COC(=O)COc1ccccc1)Nc1ccc(OC(F)(F)F)cc1,-49.4,-3.1,-9.0,4.3,0.5,8.4,0.9,100.6,0.9,5.2,8.4
CC(=O)N(NC(=O)c1ccccc1Cl)C1CC(=O)N(c2ccc(C)cc2)C1=O (centres undefined),8.7,0.0,-1.9,5.3,2.0,42.0,-0.2,105.8,-0.6,7.2,-1.5
COCc1c(C(=O)N2CCN(Cc3nc4ccccc4s3)CC2)oc2ccccc12,5.2,-10.3,-4.2,-7.2,-2.3,11.6,-3.0,108.1,0.6,0.4,-1.2
O=C(NCCc1ccc(Cl)cc1)C1CCN(c2ncccn2)CC1,12.7,-1.1,-9.6,4.4,3.4,-4.9,-0.2,98.2,2.2,7.5,-2.3
Cc1cc2oc(=O)cc(CSc3nc(N)cc(N)n3)c2cc1C(C)C,13.4,12.5,-3.0,-2.5,2.1,-18.7,1.5,107.9,2.6,20.3,-2.4
COc1cc(C2(c3ccc(O)c(OC)c3)C(=O)N(C)c3ccc(C)cc32)ccc1O,15.8,3.8,-3.3,-5.0,2.7,13.3,0.3,103.0,-2.1,32.8,-3.0
CC(C)n1ncc2c(C(=O)O)cc(C3CC3)nc21,11.5,-10.6,-14.0,-6.1,-1.8,38.1,-5.0,98.5,-0.1,-3.5,-2.2
Cc1ccc(S(=O)(=O)NCCCCCC(=O)Nc2c(C)n(C)n(-c3ccccc3)c2=O)cc1,10.3,1.1,8.5,6.8,1.5,-10.3,1.7,97.0,0.7,7.2,-2.1
O=C(CSc1nnc2ccc(-c3ccccn3)nn12)Nc1ccc(F)cc1F,8.0,12.0,0.0,-4.0,3.5,7.4,0.0,102.5,0.3,5.0,-1.2
Cn1c(SCC(=O)NCC2CCCO2)nc2c([nH]c3ccccc32)c1=O (centres undefined),-3.5,-2.0,-3.7,0.5,2.1,34.4,-0.2,127.0,2.3,-0.3,0.6
Cc1ccccc1OCC(=O)N/N=C/c1cccc2cccnc12,2.7,-4.1,-4.4,1.1,1.9,366.9,-0.8,.,-1.1,0.7,-0.5
COc1ccc(C(=O)NCC2(c3ccccc3)CCOCC2)cc1,16.9,4.6,2.9,10.3,2.2,-19.1,-1.4,105.9,2.1,32.3,-3.3

# Part of the list above, with tabs.
SMILES	OPRM1-OPRD1 inv	Tat transport	PKA-R1A activ	PfHsp90 set2	phage Ecoli inh	SUMO Mot1 rescue	Ecoli viability	DSG3 Ab inh	AddAB inh	Arr AP2 block	MOR-DOR ag
O=C(NCCc1ccc(Cl)cc1)C1CCN(c2ncccn2)CC1	12.7	-1.1	-9.6	4.4	3.4	-4.9	-0.2	98.2	2.2	7.5	-2.3
Cc1cc2oc(=O)cc(CSc3nc(N)cc(N)n3)c2cc1C(C)C	13.4	12.5	-3.0	-2.5	2.1	-18.7	1.5	107.9	2.6	20.3	-2.4

# Some of the entries so far, with tabs.
Compound	OPRM1-OPRD1 inv	Tat transport	PKA-R1A activ	PfHsp90 set2	phage Ecoli inh	SUMO Mot1 rescue	Ecoli viability	DSG3 Ab inh	AddAB inh	Arr AP2 block	MOR-DOR ag
Cc1cc2oc(=O)cc(CSc3nc(N)cc(N)n3)c2cc1C(C)C	13.4	12.5	-3.0	-2.5	2.1	-18.7	1.5	107.9	2.6	20.3	-2.4
CC(=O)NNC(=O)c1sc(=S)n(C)c1C	9.1	2.9	-10.0	19.9	0.7	13.8	2.7	.	1.4	-4.5	-1.8
Cc1ccc(S(=O)(=O)NCCCCCC(=O)Nc2c(C)n(C)n(-c3ccccc3)c2=O)cc1	10.3	1.1	8.5	6.8	1.5	-10.3	1.7	97.0	0.7	7.2	-2.1
